Shiga toxin inh – Shiga toxin inhibition; Vero cells, Shiga toxin protein synthesis inhibition reporter; inhibition, % at 38.7 µM; actives 9.2% (n = 290,000); in the data active means inhibition mostly above about 28%, no sharp cut-off; inactive means mostly below about 43%; further: 0% is about no effect
Tb PYK inh – T. brucei pyruvate kinase inhibition; Q57TT1; TbPYK enzyme, Kinase-Glo Plus ATP luminescence, 45 min; Potency, µM (highest dose often 76.8 µM), without a hit: at the top dose activity, negative = inhibition, actives largely listed as inhibitors; actives 0.12% (n = 410,000); further: potency means the concentration at half of the fitted maximal effect; on the % scale 0 is the no-effect control and ±100 the full control effect; nearly all actives have a fitted effect of over 50% in size
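Glycolytic pyruvate kinase of T. brucei was incubated with substrate, test compound and 130 uM ADP for 45 minutes at room temperature. Luminescent Kinase-Glo Plus signal was measured after 10 minutes.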
Pf growth 96h – P. falciparum growth inhibition at 96 hour, primary screen for plastid delayed-death inhibitors; Potency, µM (doses to about 28.7 µM), for inactives: at the top dose activity change, negative = inhibition, actives largely listed as inhibitors; P. falciparum luciferase reporter growth, 96 h; actives 6.9% (n = 320,000); further: potency means the concentration at half of the fitted maximal effect; on the % scale 0 is the no-effect control and ±100 the full control effect
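Parasite growth measured via integrated firefly luciferase reporter in P. falciparum. Infected erythrocytes at 2% hematocrit, 0.05% parasitemia final were treated 96 hours at 37 C under 5% CO2, and luminescence was read.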
Cycloheximide cs – counter-screen for Shiga toxin inhibitors: cycloheximide protein synthesis inhibition; cell reporter, cycloheximide protein synthesis inhibition counterscreen; max response, %; actives 12% (n = 300,000); AID 2314; in the data active means max response mostly above about 13%, no sharp cut-off; inactive means mostly below about 14%; further: read at 38.3 µM for the half of the compounds with a filed dose; 0% is about no effect
HCV inhibitor – blocks hepatitis C virus; Huh7.5.1 HCVcc-Cre infection, luciferase reporter, 44 h; actives 3.4% (n = 340,000); Potency, µM (top dose mostly 41.8 µM), without a hit: top-dose activity change, negative = inhibition, most hits filed as inhibitors; further: potency means the concentration at half of the fitted maximal effect; on the % scale 0 is the no-effect control and ±100 the full control effect
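Reporter virus HCVcc-Cre (~0.5 moi) infects cells exposed to compound; seeding density 1,000 cells/well with 4 h settling beforehand. Luminescence, 15 sec read, taken 44 h post-infection following a 15 min RT substrate incubation.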
LmPK inhibitor – inhibitors of Leishmania mexicana pyruvate kinase. actives 0.37% (n = 290,000). Potency, µM (titrated, usually from 57.5 µM), for inactives: top-dose activity change, negative = inhibition, hits mostly inhibitors. purified LmPK, Kinase-Glo ATP luminescence, 1 h. Q27686; further: potency means the concentration at half of the fitted maximal effect; on the % scale 0 is the no-effect control and ±100 the full control effect
Target sequence (Q27686 whole entry, looked up): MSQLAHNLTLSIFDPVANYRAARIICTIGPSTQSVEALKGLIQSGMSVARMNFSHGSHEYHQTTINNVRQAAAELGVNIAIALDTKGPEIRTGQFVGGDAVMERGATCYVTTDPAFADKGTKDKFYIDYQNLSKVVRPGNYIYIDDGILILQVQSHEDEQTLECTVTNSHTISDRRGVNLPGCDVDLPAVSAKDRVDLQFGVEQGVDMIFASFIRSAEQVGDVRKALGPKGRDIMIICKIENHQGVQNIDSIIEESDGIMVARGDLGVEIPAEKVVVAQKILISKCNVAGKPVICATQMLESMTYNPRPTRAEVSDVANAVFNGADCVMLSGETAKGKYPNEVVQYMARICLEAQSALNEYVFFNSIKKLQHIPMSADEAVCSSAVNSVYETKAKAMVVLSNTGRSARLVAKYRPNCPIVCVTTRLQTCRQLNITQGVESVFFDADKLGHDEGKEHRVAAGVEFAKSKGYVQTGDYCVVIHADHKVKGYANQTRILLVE
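Purified LmPK (0.1 nM) converted ADP (0.1 mM) to ATP with PEP (0.5 mM) in imidazole buffer pH 7.2 with KCl and MgCl2, 1 h at room temperature. ATP was read by Kinase-Glo luminescence; data normalized to uninhibited and no-enzyme controls.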
Pf growth 48h – inhibits P. falciparum growth in the first generation, 48 h; Potency, µM (titrated, usually from 28.7 µM), for inactives: at the highest dose activity change, negative = inhibition, most hits filed as inhibitors; actives 5.9% (n = 310,000); P. falciparum luciferase growth in erythrocytes, 48 h; AID 504832; further: potency means the concentration at half of the fitted maximal effect; on the % scale 0 is the no-effect control and ±100 the full control effect
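In quantitative HTS format, infected erythrocytes bearing luciferase-reporter parasites were treated for a single generation at 37 C. Luminescence after adding detection reagent served as the growth measure.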
Numbers without * were called inactive; u = inconclusive; x = not tested or not shown; & = joins results of further samples; [ ] = dose if it differs, or a comment. Unless noted, the call rests on the fitted dose curve; in most records, active means well fitted curve in the direction sought with a large enough effect; inconclusive means small, poorly fitted or top-dose-only effect, or another doubt; inactive means no such curve, though single readings can be large; an effect the other way counts as inactive or inconclusive. The order is random; 24% or so of the library scored in one or more.

item	Molecule	Pf growth 96h	Shiga toxin inh	Tb PYK inh	LmPK inhibitor	Pf growth 48h	Cycloheximide cs	HCV inhibitor
1	Cc1nn(-c2ccccc2)c(Cl)c1C(=O)NNC(=O)c1ccncc1	0.5%	x	0.0%	x	12.4%	x	1.5%
2	Cc1ccc(-c2nnc(SCC(=O)Nc3nc4c(s3)CCCC4)n2C)cc1	u	-6.2	-2.1%	2.4%	9.4%	-5.2	14.3%
3	Cc1cccc(C)c1NC(=O)CNc1ncnc2sc(C)c(C)c12	30.7%[activator]	-8.7	-2.1%	-2.3%	-2.9%	-1.5	u
4	Cc1cc(C)c([N+](=O)[O-])cc1NC(=O)CCSc1ccccc1Cl	u	13.9	-0.5%	2.3%	u	-0.9	u
5	COc1cc2c(cc1OC)C(c1ccc3c(c1)OCO3)C1=C(CC(C)(C)CC1=O)N2 (stereo unspecified)	86.1%[activator]	-9.7	-2.5%	2.6%	u	-4.4	-27.2%
6	CC1(C)CC(=O)c2c(n(S(=O)(=O)c3ccccc3)c3ccc(NS(=O)(=O)c4ccccc4)cc23)C1	-14.2%	-7.6	7.7%	1.7%	u	-1.2	u
7	CC(=O)NCCC(=O)Nc1cccc(S(=O)(=O)N(C)c2ccccc2)c1	-9.2%	0.6	-3.8%	0.8%	u	-2.7	5.6%
8	Cc1ccccc1NC(=S)NCc1ccc2c(c1)OCO2	u	-3.7	10.2%	-1.9%	u	-0.9	21.0%
9	O=C(C1CCN(S(=O)(=O)c2ccccc2F)CC1)N1CCCC1	4.2%	x	1.4%	x	8.4%	x	11.2%
10	Cc1ccc(Cc2cnc(N3C(=N)SC(C)C3=O)s2)cc1 (stereo unspecified)	u	24.7	2.5%	14.7%	-2.5%	10.4	-1.2%
11	O=C(CSc1nnc(Cc2ccccc2)c(=O)[nH]1)Nc1ccccc1	14.0%	x	-8.6%	x	5.3%	x	22.2%
12	NC(=O)c1cccnc1Oc1ccc(Cl)cc1	-12.3%	19.7	-5.2%	2.6%	-19.8%	1.1	18.4%

Compound profiles, from the list above. Values in the order: Pf growth 96h | Shiga toxin inh | Tb PYK inh | LmPK inhibitor | Pf growth 48h | Cycloheximide cs | HCV inhibitor
Shown for Cc1ccc(-c2nnc(SCC(=O)Nc3nc4c(s3)CCCC4)n2C)cc1 : u | -6.2 | -2.1% | 2.4% | 9.4% | -5.2 | 14.3%
Shown for Cc1cccc(C)c1NC(=O)CNc1ncnc2sc(C)c(C)c12 : 30.7%[activator] | -8.7 | -2.1% | -2.3% | -2.9% | -1.5 | u
Shown for CC(=O)NCCC(=O)Nc1cccc(S(=O)(=O)N(C)c2ccccc2)c1 : -9.2% | 0.6 | -3.8% | 0.8% | u | -2.7 | 5.6%
Shown for NC(=O)c1cccnc1Oc1ccc(Cl)cc1 : -12.3% | 19.7 | -5.2% | 2.6% | -19.8% | 1.1 | 18.4%
Shown for Cc1cc(C)c([N+](=O)[O-])cc1NC(=O)CCSc1ccccc1Cl : u | 13.9 | -0.5% | 2.3% | u | -0.9 | u

The listing continues.
item	Molecule	Pf growth 96h	Shiga toxin inh	Tb PYK inh	LmPK inhibitor	Pf growth 48h	Cycloheximide cs	HCV inhibitor
13	CCOC(=O)C(=O)Nc1ccc([N+](=O)[O-])cc1OC	92.7%[activator]	24.2	-4.8%	3.9%	3.9%	-3.1	15.6%
14	CCOc1ccc(/C(O)=C2/C(=O)C(=O)N(c3cc(C)on3)C2c2ccc(C(=O)OC)cc2)cc1 (stereo unspecified)	22.9%	5.7	1.6%	-2.9%	62.9%[activator]	8.8	9.3%
15	CCOC(=O)N1CCC(c2cc(=O)n3[nH]c(C)c(-c4ccc(F)cc4)c3n2)CC1	-22.4%	-9.0	-4.1%	-2.8%	u	-2.8	u
16	Cn1c(SCC(=O)NCc2ccco2)nnc1-c1ccc(S(=O)(=O)N2CCOCC2)cc1	11.7µM*	4.1	1.5%	3.6%	-10.2%	-4.8	18.1%
17	CN(C(=O)CSc1nc2ccccc2o1)C1CCCCC1	137.1%[activator]	x	-0.7%	x	196.8%[activator]	x	-5.0%
18	CN(CCC#N)CC(=O)Nc1ccc(NC(=O)CN(C)CCC#N)cc1	-11.2%	-17.2	1.5%	6.6%	38.3%[activator]	-1.5	19.5%
19	COC(=O)C1=CNC=C(C(=O)OC)C1c1ccccc1Cl	10.4%	-13.3	3.8%	-2.3%	-24.6%	-2.2	-4.6%
20	Cc1ccc(C)c(C(=O)CN2Cc3ccccc3C2=O)c1	39.2%[activator]	65.1*	-1.6%	1.7%	19.0%	22.1*	-0.1%
21	CCCCn1c(N)c(N(CCC(C)C)C(=O)c2ccccc2-n2cnnn2)c(=O)[nH]c1=O	u	x	-3.4%	x	u	x	2.6%
22	CC(=O)Nc1ccc(NC(=O)C2CCN(C(=O)C3CC(=O)N(c4ccc(C)cc4)C3)CC2)cc1 (stereo unspecified)	25.0%	-8.7	0.6%	-6.1%	-13.4%	-6.2	-0.9%
23	CCOc1cccc(CNCCc2c(C)[nH]c3ccc(OC(F)(F)F)cc23)c1O	u	-13.5	7.2%	1.8%	1.85µM*	-6.5	u
24	COc1ccc(Cc2nnc(NC(=O)c3cccs3)s2)cc1OC	1.2%	2.3	0.5%	1.9%	-72.1%	4.9	2.2%
25	COc1ccccc1NS(=O)(=O)c1cc(C(=O)NCc2ccco2)ccc1C	-54.6%	-5.5	u	4.0%	x	8.4	-16.4%
26	CCc1ccc(/C=N/NC(=O)c2ccccn2)cc1	-29.0%	-4.4	-27.4%	12.6µM*	0.0%	11.7	-17.9%
27	COc1ccc(OC)c(CCNC(=O)c2cccc(NC(=O)C3=C(C)OCCS3)c2)c1	23.1%	-12.9	4.4%	-12.0%	u	-11.5	11.2µM*
28	O=C(NCCCN1CCOCC1)c1cc(-c2ccc3c(c2)OCO3)nc2ccccc12	u	5.0	0.8%	3.2%	x	-1.3	-2.1%
29	CCC(=O)Nc1nnc(Cc2ccccc2)s1	0.0%	15.8	2.7%	-8.6%	13.1%	10.3	9.0%
30	CCOC(=O)C1CCN(C(=O)CN(c2ccc(OC)cc2)S(=O)(=O)c2c(C)nn(C)c2C)CC1	7.38µM*	-14.8	-6.2%	5.8%	x	-3.9	21.5%
31	c1ccc(COc2ccc(CN3CCN(c4ccccn4)CC3)cc2)cc1	22.0%	92.9*	1.5%	-7.9%	x	41.2*	8.9%
32	COc1ccc(/C=C(/NC(=O)c2ccccc2Cl)C(=O)O)cc1	24.0%	-18.0	-0.5%	2.6%	4.9%	-1.2	11.4%
33	CCc1ccc(N(C(=O)CNC(=O)c2ccco2)C(C(=O)NC2CCCC2)c2ccncc2)cc1 (stereo unspecified)	-3.8%	-5.8	-3.9%	-5.8%	9.4%	-4.5	4.1%
34	Cc1ccc(C(=O)C(C)OC(=O)c2nc(Cl)ccc2Cl)cc1 (stereo unspecified)	-7.1%	-17.1	5.7%	-7.3%	7.9%	-1.6	6.7%
35	Cc1ccc(C)c(CSc2nnc(CCN)o2)c1	2.2%	-10.4	1.9%	4.2%	2.4%	10.8	8.4%
36	Cc1cccc(CC(=O)NC2CCS(=O)(=O)C2)c1 (stereo unspecified)	35.7%[activator]	x	-16.6%	x	-9.0%	x	1.0%
37	CS(=O)(=O)c1[nH]nc(-c2ccccc2)c1C#N	0.0%	-4.9	-6.8%	-15.3%	34.9%	-2.5	8.5%
38	O=C(COC(=O)c1ccccc1F)NC1CC1	-12.9%	x	-3.3%	x	-14.3%	x	16.8%
39	CC1CCc2c(sc(NC(=O)C3=COCCO3)c2C(N)=O)C1 (stereo unspecified)	176.8%[activator]	x	3.6%	x	128.6%[activator]	x	u
40	CCn1c(COc2ccccc2C)nnc1SCC(=O)Nc1ccc2c(c1)OCCO2	4.3%	-2.3	-0.6%	11.1%	u	-4.3	10.9%&-5.6%
41	COc1ccc(CC(=O)OCC(=O)NC(=O)NC(C)C)cc1	44.0%[activator]	-6.3	-1.8%	2.3%	x	0.9	4.4%
42	CCn1c(C)nnc1SCC(=O)Nc1ccccc1Cl	8.4%	-4.3	0.0%	-4.6%	12.3%	-1.8	-26.4%
43	Cc1cc2ccccc2nc1SCC(=O)Nc1nc(-c2ccccc2)cs1	168.1%[activator]	14.6	-7.6%	5.4%	5.6%	9.2	u
44	CC1Cc2ccccc2N1S(=O)(=O)c1cccc(C(=O)NCC(c2ccco2)N2CCCC2)c1 (stereo unspecified)	1.85µM*	x	-2.7%	x	11.7µM*	x	u
45	CCCn1c(SCC(=O)NC2CCC(C)CC2)n[nH]c1=O (stereo unspecified)	23.9%	x	-5.2%	x	19.4%	x	1.2%
46	O=S(=O)(c1ccc(N2CCOCC2)nc1)N1CCOCC1	x	14.8	-1.0%	5.1%	6.8%	2.7	10.9%
47	CCOc1ccc(S(=O)(=O)NCCC(=O)NCC2COc3ccccc3O2)cc1 (stereo unspecified)	-3.1%	x	-7.6%	x	u	x	-6.5%
48	CCN(c1ccccc1)S(=O)(=O)c1ccc(OC)c(NC(=O)c2c(C)noc2C)c1	18.0%	x	-12.5%	x	22.6%	x	u
49	Cc1ccc(Cl)cc1N1CCN(S(=O)(=O)c2ccc3[nH]c(=O)ccc3c2)CC1	-0.5%	-3.1	-3.6%	-5.4%	11.4%	-2.5	13.8%
50	O=C(Nc1ccccc1)C1=C[C@@H](c2coc3ccccc3c2=O)C[C@@H](OCCCCO)O1	u	-11.0	-2.3%	6.4%	u	-2.4	12.8%
51	O=C(CC(SCCO)c1ccc2c(c1)OCO2)c1ccco1 (stereo unspecified)	14.7%	123.2*	-6.2%	u	57.6%[activator]	47.5*	u
52	CC1=C(C(=O)OC(C)(C)C)C(c2cccs2)NC(=O)N1 (stereo unspecified)	0.5%	0.7	-14.6%	1.3%	5.7%	2.9	5.3%

Two compounds picked at random from the list so far, as already listed:
item	Molecule	Pf growth 96h	Shiga toxin inh	Tb PYK inh	LmPK inhibitor	Pf growth 48h	Cycloheximide cs	HCV inhibitor
52	CC1=C(C(=O)OC(C)(C)C)C(c2cccs2)NC(=O)N1 (stereo unspecified)	0.5%	0.7	-14.6%	1.3%	5.7%	2.9	5.3%
49	Cc1ccc(Cl)cc1N1CCN(S(=O)(=O)c2ccc3[nH]c(=O)ccc3c2)CC1	-0.5%	-3.1	-3.6%	-5.4%	11.4%	-2.5	13.8%
